# PG9 binder – binds the HIV-1 gp120 antibody PG9; TR-FRET gp120-PG9 antibody binding; inhibition, % at 6.7 µM; 0.43% of 360,000 active; AID 624416; in the data active means inhibition above about 8.5%
# rCAG RNA binder – r(CAG) repeat RNA binding. inhibition, % at 3 µM. 1.3% of 370,000 active. TO-PRO-1 dye displacement fluorescence;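 active means inhibition above the plate cutoff, the mean of all test compounds on that plate plus 3 SD, cut at about 35% in these data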;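 further: 0% = DMSO alone and 100% = 100 µM mitoxantrone as full dye displacement; higher means more dye released from RNA so lower well fluorescence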
# ASAP1 inh – ASAP1 ArfGAP inhibition | 0.19% of 360,000 active | inhibition, % at 16.5 µM | ASAP1-stimulated ARF1 GTP hydrolysis, GDP FP detection; in the data active means inhibition above about 25%;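 further: 0% = vehicle with enzyme and substrate and 100% = no enzyme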
# mABHD4 FP – inhibits mouse alpha/beta hydrolase domain 4. purified mABHD4, FP-Rh probe fluorescence polarization. Q8VD66. 0.54% of 370,000 active. inhibition, % at 8.92 µM;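 active means inhibition exceeding the mean over every tested compound plus 3 SD, cut at about 30% in these data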;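 further: 0% = plate median of compound wells and 100% = S159A mutant with DMSO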
# Target sequence (Q8VD66 whole entry, looked up, the tested form may be a part): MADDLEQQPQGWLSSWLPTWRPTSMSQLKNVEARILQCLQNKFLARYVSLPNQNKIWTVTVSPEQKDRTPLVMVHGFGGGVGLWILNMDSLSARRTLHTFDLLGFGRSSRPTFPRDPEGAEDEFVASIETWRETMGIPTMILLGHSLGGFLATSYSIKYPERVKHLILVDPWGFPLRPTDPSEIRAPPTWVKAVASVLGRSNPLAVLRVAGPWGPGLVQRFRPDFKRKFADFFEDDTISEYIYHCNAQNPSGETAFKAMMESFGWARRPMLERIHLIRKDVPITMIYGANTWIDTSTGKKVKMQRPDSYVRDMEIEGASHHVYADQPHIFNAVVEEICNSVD
#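 assay system = mABHD4 protein | compound dosing = single nominal dose of 8.92 µM, 0.89% DMSO final | read-out basis = percent inhibition of probe binding, normalized to plate controls | schedule = Enzyme–compound pre-incubation 45 min, then probe 60 min, both 25 °C | detection = fluorescence polarization, excitation 525 nm, emission 598 nm, BODIPY TMR filters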
# ARFGAP1 inh – inhibits rat ARF GTPase activating protein 1 | Q62848 | Arfgap1-stimulated ARF1 GTP hydrolysis, GDP FP detection | inhibition, % at 16.5 µM | 0.26% of 360,000 active | AID 651572;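 active means inhibition above a per-plate limit, mean inhibition of low control wells plus 3 SD, cut at about 25% in these data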;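 further: 0% = DMSO wells with enzyme and 100% = wells lacking Arfgap1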
#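 Material: truncated rat Arfgap1 GAP domain; Incubation: compound-enzyme preincubation 20 min, reaction 120 min, detection 60 min, 25 °C; Read-out: percent inhibition of Arfgap1-stimulated GTP hydrolysis; Technique: FP, GDP Alexa 633 tracer displaced from anti-GDP antibody, 620/688 nm; Controls: No-Arfgap1 wells (100%) versus DMSO full-reaction wells (0%); Replication: single well per compound.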
# HTRA1 inh – inhibitors of human serine peptidase HTRA1; recombinant HTRA1, FP-rhodamine activity-based probe, fluorescence polarization; inhibition, % at 5.96 µM; 0.5% of 340,000 active; in the data active means inhibition above about 36%;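 further: 0% = enzyme with DMSO and 100% = wells lacking enzyme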
# SMARCA2 activ – SMARCA2 function activation, primary screen | activation, % at 9.1 µM | MG213 cells, MMTV-luciferase reporter, dexamethasone, overnight | 1% of 370,000 active; in the data active means activation above about 7.8%;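 further: 0% = vehicle wells and 100% = reference activator wells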
# GC-B act – GC-B (human) receptor activation | 0.11% of 370,000 active | HEK293-GC-B cells, CNP EC30, cGMP TR-FRET; 0% at EC30 CNP, 100% saturating CNP | AID 1920062 | activation, % at 10 µM;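 active means activation at 10 µM reaching about 35% in either raw or pattern-adjusted values, limit read from the data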
# GC-A act – GC-A (human) enzyme activation | 0.14% of 370,000 active | AID 1671463 | P16066 | HEK293 GC-A cells, cGMP TR-FRET, EC30 ANP; 0% at EC30 ANP, 100% saturating ANP | activation, % at 10 µM; in the data active means activation above about 40%
# NR1D1 modulator – Rev-erb alpha (human) modulation; activity, % at 10 µM; 0.79% of 370,000 active; Rev-erbα–FITC-DNA binding, fluorescence polarization, 90 min;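 active means activity above about 14%, limit read from the data; passing the limit was not always enough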;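 further: 0% = DMSO wells with 35 nM protein and 100% = DMSO wells with 750 nM protein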
# Target sequence (P20393 whole entry, looked up): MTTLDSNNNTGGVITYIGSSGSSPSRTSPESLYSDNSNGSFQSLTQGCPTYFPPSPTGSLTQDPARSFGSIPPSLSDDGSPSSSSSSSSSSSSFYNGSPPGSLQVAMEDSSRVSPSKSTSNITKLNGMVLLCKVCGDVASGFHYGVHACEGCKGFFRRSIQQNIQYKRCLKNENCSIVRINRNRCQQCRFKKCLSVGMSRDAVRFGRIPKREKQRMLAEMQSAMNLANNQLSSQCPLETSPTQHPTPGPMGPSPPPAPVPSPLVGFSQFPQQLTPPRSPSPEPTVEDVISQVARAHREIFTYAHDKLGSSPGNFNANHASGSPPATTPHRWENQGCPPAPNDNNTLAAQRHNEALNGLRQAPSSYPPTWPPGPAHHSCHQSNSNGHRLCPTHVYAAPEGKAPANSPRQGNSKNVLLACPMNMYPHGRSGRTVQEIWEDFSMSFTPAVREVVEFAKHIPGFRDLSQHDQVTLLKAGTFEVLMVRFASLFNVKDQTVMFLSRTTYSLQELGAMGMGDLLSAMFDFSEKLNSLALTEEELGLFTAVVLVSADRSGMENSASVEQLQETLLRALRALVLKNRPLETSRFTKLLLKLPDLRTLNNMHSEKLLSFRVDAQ
# An asterisk follows results filed as active; · = no result given.
SMILES,PG9 binder,rCAG RNA binder,ASAP1 inh,mABHD4 FP,ARFGAP1 inh,HTRA1 inh,SMARCA2 activ,GC-B act,GC-A act,NR1D1 modulator
CC(C)(C)c1ccc(C(=O)NCCC(=O)NNC(=O)COc2ccccc2F)cc1,-0.6,1,-1,1,13,5,-1,0,-4,5
O=C(Nc1c(C(=O)N2CCOCC2)cnn1-c1ccccc1)c1ccc([N+](=O)[O-])cc1,0.4,-2,3,-2,6,2,-3,-2,2,4
CC1(C)CC(=O)C2=C(C1)N(Cc1ccc(F)cc1)C(=O)C2(NC(=O)c1cccnc1)C(F)(F)F (centres undefined),-2.6,-8,1,-1,2,3,4,0,-1,-3
Cc1ccc(NC(=O)CCc2c(C)nn(-c3ccc(N4CCCCC4)nn3)c2C)cc1C,-1.0,-10,14,-11,7,-2,6,1,-1,10
CC1CC(C)CN(CC(=O)c2c[nH]c3ccccc23)C1 (centres undefined),-0.1,-7,-8,-8,-6,-4,2,0,1,-2
O=S(=O)(Nc1ccc2c3c(cccc13)CC2)c1ccc(F)cc1,-2.0,14,13,-4,6,-9,0,0,-4,-4
Cc1ccccc1C(=O)N1CCC(C(=O)N2CCN(Cc3ccc4c(c3)OCO4)CC2)CC1,-2.5,-1,2,-17,-3,8,-6,1,2,-5
COC(=O)[C@H](CO)N1C(=O)[C@@H]2[C@H](C1=O)C1C=C[C@H]2C1,0.8,-1,-13,3,-4,13,-2,-2,2,-3
CC(=O)Nc1ccc(NC(=O)CSCc2cnn(-c3ccccc3)c2-n2cccc2)cc1,-1.4,4,5,3,3,-8,-3,2,-3,-3
CCCCn1c(N)c(N(CCOC)C(=O)COC(=O)COc2cc(C)c(Cl)cc2C(C)C)c(=O)[nH]c1=O,-0.2,-4,-7,0,0,-8,-2,1,-3,3
COc1ccc(CCNC(=S)N(C)C)cc1OC,2.8,-1,5,-2,12,·,1,-5,0,-5
COc1ccc2[nH]c(-c3ccccc3)cc2c1,-2.3,5,4,-1,-11,-6,3,-3,6,4
CC1=Nc2ccccc2/C1=C/c1sc(=S)n(-c2cccc(C(=O)O)c2)c1O,0.1,72*,2,5,-7,-28,-2,-4,-2,48*
COc1cccc(C(=O)O/N=C(\N)c2ccccn2)c1OC,-0.8,-3,-16,-2,-16,-3,0,3,7,5
CC(NC(=O)CCC(=O)N1CCCCCC1)c1ccccc1 (centres undefined),-0.4,-5,-13,2,12,4,5,-5,2,4
CCCN(CCC)S(=O)(=O)c1ccc(C(=O)N2CCC(=O)c3ccccc32)cc1,-0.2,-3,-12,0,8,-2,0,1,-1,1
COc1ccc(NC(=O)Cn2c(=O)n(-c3ccc(CC(=O)NCc4ccco4)cc3)c(=O)c3ccccc32)cc1,1.3,6,-3,0,6,-22,0,4,-2,-3
COc1ccc(C2/C(=C(/O)c3cnn(-c4ccccc4)c3C)C(=O)C(=O)N2CCN(C)C)cc1OC (centres undefined),-1.1,7,20,0,13,5,0,2,1,0
COc1cc(OC)c(C2C=CC(=O)CC2)c(OC)c1 (centres undefined),0.7,0,2,5,-3,·,-4,-2,1,3
O=C(O)CC(NC(=O)/C(=C/c1ccccc1)NC(=O)c1ccccc1)c1ccccc1 (centres undefined),1.8,5,-7,0,8,-4,-1,3,7,4
NC(=O)C1CCCN(C(=O)c2ccc(Cl)c(S(=O)(=O)N3CCc4ccccc43)c2)C1 (centres undefined),-1.8,1,9,-3,0,-5,-3,3,1,-10
O=C(Nc1nnc(C2CCCC2)s1)C1CCC1,-0.1,-1,-7,-3,3,5,-1,5,-1,6
Cc1ccccc1C(=O)N1CCC1(C)C(=O)NC(C)C (centres undefined),0.0,-1,-4,-1,6,·,-2,3,3,5
COc1ccc(C(=O)Cn2c(NCCCO)nc3ccccc32)cc1OC,-2.3,-5,-7,7,-8,0,0,-1,2,5
Cc1ccccc1C(=O)NCCCNC(=O)c1cnccn1,-1.1,3,6,0,-4,2,-2,-1,1,-3

# Four compounds drawn at random from those above, as already listed:
SMILES,PG9 binder,rCAG RNA binder,ASAP1 inh,mABHD4 FP,ARFGAP1 inh,HTRA1 inh,SMARCA2 activ,GC-B act,GC-A act,NR1D1 modulator
COc1ccc(CCNC(=S)N(C)C)cc1OC,2.8,-1,5,-2,12,·,1,-5,0,-5
CC(C)(C)c1ccc(C(=O)NCCC(=O)NNC(=O)COc2ccccc2F)cc1,-0.6,1,-1,1,13,5,-1,0,-4,5
O=S(=O)(Nc1ccc2c3c(cccc13)CC2)c1ccc(F)cc1,-2.0,14,13,-4,6,-9,0,0,-4,-4
CC(=O)Nc1ccc(NC(=O)CSCc2cnn(-c3ccccc3)c2-n2cccc2)cc1,-1.4,4,5,3,3,-8,-3,2,-3,-3

# More structures follow.
SMILES,PG9 binder,rCAG RNA binder,ASAP1 inh,mABHD4 FP,ARFGAP1 inh,HTRA1 inh,SMARCA2 activ,GC-B act,GC-A act,NR1D1 modulator
CSc1nnc(-c2ccc(Cl)cc2Cl)o1,-0.6,-1,-1,1,-10,2,2,-12,19,2
CC1=Nc2ccccc2/C1=C\c1sc(Nc2ccc(C)cc2)nc1O,0.3,28,7,20,7,2,-1,-6,3,-1
CC(C)N(CCO)C(=O)C(c1ccccc1)c1ccccc1,0.3,-3,-9,-12,1,0,4,-3,-4,-2
Cc1ccc(S(=O)(=O)N(C)C)cc1NC(=O)COC(=O)Cc1ccsc1,-0.3,7,-6,3,9,-10,-2,-3,4,-4
Cc1ccc(-c2nc3ccccc3c(=O)n2N)cc1,0.6,0,4,7,-3,0,0,0,0,-5
CC(C)(C)CN1C(N)=NC[C@@H]1Cc1ccc(O)cc1,-0.1,3,11,7,-4,-4,0,7,-3,1
COc1ccc(N2C(=NC(=O)C3CCCCC3)SC3CS(=O)(=O)CC32)cc1OC (centres undefined),-3.0,-3,-7,-2,3,2,-1,1,-6,9
O=C(NCc1cccnc1)c1cn(-c2ccccc2)nc1-c1ccccc1,0.3,-3,0,2,5,-3,0,-2,-2,4
COCCN1CCCc2nc(-c3ccc(Br)cc3)ccc21,-1.1,5,-3,8,-3,·,11*,8,7,2
O=C(CSc1nnc(-c2ccccc2F)n1C1CC1)NCc1ccco1,0.6,1,-8,2,-9,-6,3,2,-1,7
O=C(CSc1ccc2ccccc2n1)NCCCN1CCCC1=O,0.7,2,-4,5,-4,9,0,1,1,-5
CCCCOCCCNC(=O)CN1C(=O)c2ccccc2C1=O,1.6,-4,-15,-8,5,-2,-2,-3,-3,1
Cn1cccc1CC(=O)N/N=C/c1ccc(Cl)cc1,-2.5,15,-2,10,4,0,-2,0,-2,0
COc1ccc(C2=NN(S(C)(=O)=O)C(c3cccs3)C2)cc1OC (centres undefined),-3.4,2,8,-2,-4,-3,7,-4,1,-2
Cc1ccc(S(=O)(=O)N[C@H](C(=O)OCC(=O)NC(=O)C2CCCCC2)C(C)C)cc1,-0.2,0,3,-4,4,-4,-3,4,0,2
COc1ccc(S(=O)(=O)N2CCC(C(=O)NCCc3ccc4c(c3)OCO4)CC2)cc1,-7.3,-4,1,-2,-11,-4,-1,0,-2,-2
O=C(Nc1ccc(Oc2ccccc2)cc1)C1CCCN1S(=O)(=O)c1cccc2cccnc12 (centres undefined),·,4,·,-15,·,·,-6,11,-28,0
CC1(C)Cc2ccccc2C(/C(=N\Nc2cccc(Cl)c2)C(N)=O)=N1,2.0,-1,3,8,5,-11,-3,-9,-12,4
Cc1cc(NC(=O)c2ccc([N+](=O)[O-])o2)ccc1NC(=O)c1ccco1,0.2,6,8,-2,5,-1,10*,1,10,-2
O=C(NCCCN1CCOCC1)c1cc(-c2ccc(F)cc2)on1,-1.0,-7,-11,-1,-12,4,-1,3,12,8
CCOC(=O)c1ccc(NC(=O)Cc2coc3cc4c(cc23)CCC4)cc1,0.1,7,8,-5,1,-5,-3,2,-4,3
CCOC(=O)C1(S(=O)(=O)c2ccc(Cl)cc2)CCN(Cc2ccc(C)cc2)CC1,-0.2,0,8,2,-4,-19,2,7,3,0
CCC1CCCCN1C(=O)CSc1nnc(-c2cccc(Cl)c2)o1 (centres undefined),-1.5,-3,19,5,-6,-4,3,-11,1,4
Cc1cc(C)cc(OCCn2nnc3ccccc32)c1,-0.7,-4,-1,-6,2,-8,2,-4,-14,-3
O=C(COc1ccccc1)N(Cc1ccco1)c1ccc(O)cc1,-1.3,-5,-4,-1,0,1,-2,-3,-5,1
CC(C)(C)c1ccc(C#C[C@@H]2C=C[C@@H](O)[C@@H](COC(=O)NCc3ccccc3)O2)cc1,0.3,2,7,-23,-2,·,0,1,-2,1
COc1ccc(CN2C(=O)N3Cc4ccc(C)cc4C3CS2(=O)=O)cc1 (centres undefined),·,1,·,6,·,·,4,4,1,-3
CCc1nccn1Cc1cc(C=O)ccc1OC,-0.8,-3,-6,3,9,6,0,-6,0,7
COc1cc(OC)c(C(=O)Nc2ccc(S(=O)(=O)Nc3ncccn3)cc2)cc1OC,-0.5,1,-3,-3,0,1,-1,3,5,2
CCC(C)NC(=O)CCC(=O)Nc1ccc2nc(N3CCOCC3)cc(C)c2c1 (centres undefined),1.5,-5,4,4,15,7,-2,3,6,-1
CCOc1ccccc1OCCC(=O)NNC(=O)Cn1nc(C)cc1C,1.4,0,-7,6,2,3,-1,2,3,0
Cc1ccc(CNC(=O)CN2C(=O)NC(C)(c3ccccc3Cl)C2=O)cc1 (centres undefined),0.1,-2,-17,4,7,-11,-2,2,5,2
Cc1ccc2c(C)c(C(=O)N(C)CCC3CCCCO3)oc2c1C (centres undefined),-3.1,-7,-12,3,-10,-2,1,-2,-4,3
C=CCN(CC#CC1=CCCCC1)Cc1ccc(OC)cc1OC,·,-3,·,1,·,·,-2,-4,1,5
Cc1cc(-c2csc(Nc3ccccn3)n2)ccc1F,0.2,5,4,12,12,-7,-1,-6,13,-3
O=C(CN1C(=O)c2cccc3cccc1c23)N1CCN(Cc2ccc3c(c2)OCO3)CC1,-0.1,-2,5,3,5,0,-1,-3,0,-6
Cc1ccc(C)c2[nH]c(=O)c(CN(CCN3CCCC3)C(=O)Nc3cccc(Cl)c3)cc12,-0.4,4,-5,7,11,-40,-1,-12,-11,11
NC1=C(Cl)C(=O)c2ccc(S(N)(=O)=O)cc2C1=O,-17,5,57*,13,17,11,-12,-6,-3,-14
CCC(=O)c1ccccc1OCCN1CCN(CC)CC1,1.1,-2,10,10,5,3,0,2,0,6
C=CCNC(=S)Nc1ccc2nsnc2c1,-1.4,-2,-8,12,9,2,-2,3,1,-3
CCCCN(C)C(=O)c1ccc2c(c1)N(CC)C(=O)c1ccccc1S2(=O)=O,1.3,-1,-6,0,-3,-2,-2,2,1,-2
CC1CCN(S(=O)(=O)c2ccc3ncn(CC(=O)N(C)C4CCCCC4)c(=O)c3c2)CC1,-2.0,4,-2,5,-20,3,-1,0,8,0
Cn1c(=N)n(CC(=O)c2ccc(Br)cc2)c2ccccc21,-0.2,9,-10,0,5,-12,4,-1,2,-9

# Bioassay records as filed in PubChem.
